Screens as filed in PubChem.
DT40 TDP1 CPT = growth inhibition of DT40 Tdp1-/-;hTDP1 cells with camptothecin (screen for TDP1 inhibitors). chicken DT40 Tdp1-/-;hTDP1 cells + 20 nM CPT, ATP luminescence, 48 h. Potency, µM (doses to about 46.2 µM), inactives show at the top dose activity change, negative = growth inhibition, hits mostly inhibitors. 420,000 tested, 12% active. AID 686979; also: nearly all actives have a fitted effect of over 55% in size
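Cell growth measured by CellTiter-Glo luminescence after a minimum 48 h, 37 C compound exposure with 20 nM CPT in Tdp1-knockout DT40 cells stably expressing hTDP1, seeded 400/well; qHTS titration format.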
KAT2A inh = blocks human GCN5L2 histone acetyltransferase; GCN5L2 HAT assay, ThioGlo1 CoA-SH fluorescence; Potency, µM (titrated, usually from 58.9 µM), without a hit: at the highest dose activity change, negative = inhibition, usual class: inhibitors; 390,000 tested, 0.21% active; AID 504327
Target sequence (Q92830 whole entry, looked up): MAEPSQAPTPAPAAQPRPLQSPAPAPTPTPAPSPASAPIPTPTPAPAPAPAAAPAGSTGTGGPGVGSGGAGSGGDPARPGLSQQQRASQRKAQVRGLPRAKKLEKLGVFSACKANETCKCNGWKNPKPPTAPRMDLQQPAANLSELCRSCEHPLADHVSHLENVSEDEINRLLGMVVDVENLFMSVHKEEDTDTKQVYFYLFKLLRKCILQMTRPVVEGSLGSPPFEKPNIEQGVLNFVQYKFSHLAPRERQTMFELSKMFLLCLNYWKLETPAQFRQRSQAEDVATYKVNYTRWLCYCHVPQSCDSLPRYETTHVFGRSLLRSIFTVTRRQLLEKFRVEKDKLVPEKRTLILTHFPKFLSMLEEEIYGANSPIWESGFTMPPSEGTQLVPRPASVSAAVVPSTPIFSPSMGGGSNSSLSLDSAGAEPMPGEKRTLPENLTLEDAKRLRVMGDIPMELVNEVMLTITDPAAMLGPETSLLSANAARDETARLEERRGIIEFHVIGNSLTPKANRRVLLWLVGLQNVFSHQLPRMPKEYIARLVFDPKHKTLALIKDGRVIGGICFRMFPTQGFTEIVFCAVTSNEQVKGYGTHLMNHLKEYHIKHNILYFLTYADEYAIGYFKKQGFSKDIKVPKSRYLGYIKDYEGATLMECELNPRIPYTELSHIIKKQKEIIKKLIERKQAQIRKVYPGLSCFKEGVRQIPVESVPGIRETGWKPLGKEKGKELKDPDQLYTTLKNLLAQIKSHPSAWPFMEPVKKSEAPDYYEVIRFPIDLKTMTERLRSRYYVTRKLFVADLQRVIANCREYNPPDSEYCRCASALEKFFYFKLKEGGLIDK
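GCN5L2 (20 nM) in 50mM HEPES pH 7.5, 0.1mM EDTA, 0.01% Tween-20 preincubated 15 min with compounds at room temperature. Reaction started with H3(1-25) 75uM, acetyl-CoA 70uM, ThioGlo1 50uM; CoA-thiol fluorescence (Ex340/Em540) read at 0 and 20 min.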
DT40 TDP1 no CPT = qHTS for Inhibitors of human tyrosyl-DNA phosphodiesterase 1 (TDP1): qHTS in cells in absence of CPT. Potency, µM (titrated, usually from 46.2 µM), without a hit: at the highest dose activity change, negative = growth inhibition, usual class: inhibitors. DT40 Tdp1-/- hTDP1 cells, no CPT, ATP luminescence, 48 h. AID 686978, 2013. 420,000 tested, 15% active; also: nearly all actives have a fitted effect of over 55% in size
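Compound effects on proliferation are scored in DT40 Tdp1-/-;hTDP1 cells in the absence of CPT. ATP levels (CellTiter-Glo luminescence) are recorded after a ≥48 hr, 37 °C incubation.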
* = called active by the depositor; ? = inconclusive; . = not tested or not shown; & = joins results of further samples. Calls follow the shape of the dose curve; as a rule, active = well fitted curve in the direction sought with a large enough effect; inconclusive = small, poorly fitted or top-dose-only effect, or another doubt; inactive = no such curve, though single readings can be large; an effect the other way counts as inactive or inconclusive. % is scaled to controls: 0 for no effect and ±100 for the full control effect; potency is read from the fitted curve at half-maximal effect. Not all compounds are listed. The share of hits here may be higher or lower than overall.

Sample of the layout (4 entries):
SMILES	DT40 TDP1 CPT	KAT2A inh	DT40 TDP1 no CPT
O=C(CCSCc1ccccc1F)N1CCN(c2ccc(Cl)cc2)CC1	23µM*	-13%	18µM*
C=CCOC(=O)C1=C[C@H](c2ccc(C(F)(F)F)cc2)[C@@H](CCCO)[C@H](OCC)O1	23µM*	-5%	?
CC(=O)N1CCN(C(=O)c2ccc(C)c(S(=O)(=O)N3CCCCC3)c2)CC1	-17%	-1%	-10%
CC(=O)N1CCN(C(C(=O)Nc2c(C)cccc2C)c2ccccc2OC(F)(F)F)CC1 (centres undefined)	0%	.	-6%

The whole of this part (from the top)
SMILES	DT40 TDP1 CPT	KAT2A inh	DT40 TDP1 no CPT
O=C(CCSCc1ccccc1F)N1CCN(c2ccc(Cl)cc2)CC1	23µM*	-13%	18µM*
C=CCOC(=O)C1=C[C@H](c2ccc(C(F)(F)F)cc2)[C@@H](CCCO)[C@H](OCC)O1	23µM*	-5%	?
CC(=O)N1CCN(C(=O)c2ccc(C)c(S(=O)(=O)N3CCCCC3)c2)CC1	-17%	-1%	-10%
CC(=O)N1CCN(C(C(=O)Nc2c(C)cccc2C)c2ccccc2OC(F)(F)F)CC1 (centres undefined)	0%	.	-6%
CCc1nc(NCC(C)C)c(C#N)c2c1COC(C)(C)C2	-17%	1%	0%
c1ccc2c(C(c3nnnn3-c3ccc4c(c3)OCCO4)N3CCCC3)ccnc2c1 (centres undefined)	-2%	.	?
CCCOc1ccc(C2CC(=O)Nc3c2c(=O)n(C)c(=O)n3C)cc1OC (centres undefined)	8%	-4%	-13%
Cc1ccc(CCC(=O)Nc2ncc(Cc3cc(Cl)ccc3Cl)s2)o1	0.73µM*	1%	0.58µM*
O=C(CSC1=NNC(c2ccccn2)S1)Nc1ccccc1 (centres undefined)	2.1µM*	9%	1.8µM*
CCOC(=O)c1nc2nc(-c3cccs3)cc(C(F)(F)F)n2n1	8%	-13%	-9%
CCOC(=O)N1C(=O)[C@@](c2ccc(Cl)cc2)(C(C)C)N1C(=O)OCC	21µM*	-3%	?
Cc1coc2c1c(C)cc1oc(=O)c(CC(=O)N[C@@H](CC(C)C)C(=O)O)c(C)c12	-10%	-26%	5%
O=C(Oc1ccc2ccccc2c1Cl)N1CCCCCC1	-21%	-2%	?
CCn1c(SCC(=O)N/N=C/c2c[nH]c3ccccc23)nnc1-c1ccc(C)cc1	-24%	-5%	?
O=C(CN1C(=O)c2cccc3cccc1c23)N1CCN(c2ccccc2)CC1	-18%	-16%	-11%
Cc1cccc(Cn2c(SCCN3CCOCC3)nc3c2c(=O)n(C)c(=O)n3C)c1	-25%	1%	?
CN(C(=O)CCS(=O)(=O)c1cc2c(cc1Cl)NC(=O)CO2)C1CCCCC1	?	-7%&-6%	0%
CC(C)(C)c1ccc(-n2ncc3c2CCCC3NC(=O)CN2CCCCC2=O)cc1 (centres undefined)	16µM*	-3%	?
Cc1cc(OC(C)C(=O)Nc2sc3c(c2C(N)=O)CCCC3)ccc1Cl (centres undefined)	-25%	-2%	-24%
COc1cc(CN2CCC(C(=O)NC3CCCC3)CC2)cc(Br)c1O	-11%	-7%	-18%

An excerpt from above in order of number of heavy atoms, smallest number first:
SMILES	DT40 TDP1 CPT	KAT2A inh	DT40 TDP1 no CPT
CCc1nc(NCC(C)C)c(C#N)c2c1COC(C)(C)C2	-17%	1%	0%
COc1cc(CN2CCC(C(=O)NC3CCCC3)CC2)cc(Br)c1O	-11%	-7%	-18%
Cc1cc(OC(C)C(=O)Nc2sc3c(c2C(N)=O)CCCC3)ccc1Cl (centres undefined)	-25%	-2%	-24%
Cc1coc2c1c(C)cc1oc(=O)c(CC(=O)N[C@@H](CC(C)C)C(=O)O)c(C)c12	-10%	-26%	5%
CC(C)(C)c1ccc(-n2ncc3c2CCCC3NC(=O)CN2CCCCC2=O)cc1 (centres undefined)	16µM*	-3%	?

Other records follow.
SMILES	DT40 TDP1 CPT	KAT2A inh	DT40 TDP1 no CPT
CN(CCOc1ccc(Br)cc1)CC(O)COc1ccc(C#N)cc1 (centres undefined)	?	0%	4.1µM*
O=C(C1CCC(CNc2nc(=S)[nH]c3ccccc23)CC1)N1CCN(c2ccccn2)CC1 (centres undefined)	18µM*	-4%	18µM*
Cc1ccc(NC(=O)/C(C#N)=C/c2ccc(Sc3nc(C)cc(C)n3)o2)cc1	-27%	3%	-19%
C=CCSc1nnc(-c2ccncc2)n1-c1ccc(OCC)cc1	-9%	-19%	-14%
N=c1sccn1CC(=O)Nc1ccccc1Sc1ccccc1	-21%	-4%	?
COc1ccc(NC(=O)CN2C(=O)CCc3cc(S(=O)(=O)N4CCOCC4)ccc32)c(OC)c1	3%	-1%	-4%
COC(=O)c1ccc(NC(=O)COC(=O)c2cccc3c(=O)c(C)c(-c4ccccc4)oc23)cc1	-22%	-7%	-22%
CCOc1cc(Br)cc(C(c2c(C(=O)O)[nH]c3ccccc23)c2c(C(=O)O)[nH]c3ccccc23)c1O	3%	?	9%
O=C1OCc2cc(NC(=O)C3CCCCC3)ccc21	-11%	4%	-25%
OC(C#CCN1CCCCCC1)(c1ccccc1)c1cccnc1 (centres undefined)	2%	-11%	-3%
[O-]c1n[n+](-c2ccc(Cl)cc2Cl)cc2ccccc12	-8%	12%	-22%
COC(=O)c1cc2oc3ccccc3c2n1Cc1cc(C)ccc1C	1%	-3%	-3%
COc1ccc(C(=O)N(Cc2cc(OC)c(OC)c(OC)c2)c2ccccn2)cc1	?	-5%	21µM*
COC(=O)c1cc(OC)c(OC)cc1NC(=O)c1ccc2c(c1)CCN2S(C)(=O)=O	-3%	2%	0%
CCC(=O)N1CCN=C1SCc1cccc(F)c1	-23%	3%	?
C=CCN(CC=C)S(=O)(=O)c1ccc2nsnc2c1	-18%	-17%	-28%
Cn1cnnc1SCC(=O)Nc1ccc2c(c1)CCC2	-2%	-5%	-10%
CCc1nc2ccc(C(=O)NCCN3CCNC3=O)cn2c1N(CC)CCOC	3%	.	11%
Cn1c(=O)[nH]c(=O)c2c1nc(N1CCCC1)n2CCO	-14%	-1%	16%
COc1cc(-c2nnc(NC(=O)CCS(=O)(=O)c3ccccc3)o2)cc(OC)c1OC	16µM*	-2%	15µM*
CC(C)(C)n1nnnc1C(c1cccs1)N1CCN(C(=O)c2ccco2)CC1 (centres undefined)	-1%	1%	-2%
COC(=O)c1ccc(CSc2nnc3c(n2)[nH]c2ccccc23)cc1	-10%	-2%	-13%
CCOC(=O)C(C)Oc1cccc2c(=O)n(CC(=O)N3CCCc4ccccc43)ccc12 (centres undefined)	-14%	0%	-10%
COc1ccccc1C(=O)NC(C)c1nc2ccccc2[nH]1 (centres undefined)	7%	0%	-1%
Cc1sc(NC(=O)CN(Cc2ccc(F)cc2)C(=O)C(C)C)c(C(N)=O)c1C	3.7µM*	-2%	2.3µM*
COc1cc2c(C(F)(F)F)c(-c3ccsc3)oc(=O)c2cc1OC	?	-10%	?
COc1cc(NS(=O)(=O)c2ccc(NS(=O)(=O)c3ccc(C)cc3)cc2)nc(OC)n1	6%	-1%	-6%
CCOC(=O)CNC(=O)c1cccs1	-1%	0%	-10%
O=C(Nc1c(Cl)cccc1Cl)c1ccc(-c2ccccc2)cc1	-6%	12%	-16%
CCC(NC(=O)c1cc(COc2ccc(F)c(F)c2)on1)c1ccncc1 (centres undefined)	21µM*	-12%	?
C[C@@H]1CN([C@H](C)CO)C(=O)c2cc(Br)cnc2O[C@H]1CN(C)C(=O)CC1CC1	-21%	.	6%
CCc1ccc(/C=N/n2c(COc3ccccc3)n[nH]c2=S)cc1	?	-12%	-22%
O=C(Nc1ccncc1)c1ccc(F)cc1	-5%	0%	-17%
CS(=O)(=O)NCc1ccc(C(=O)O)cc1	3%	-5%	-2%
CCOC(=O)N1CCN(C(=O)c2ccc(S(=O)(=O)Nc3ccc(C)cc3)cc2)CC1	9.2µM*	-3%	10µM*
Cc1cccc(NC(=S)N=Nc2c(O)n(C)c3ccc(S(=O)(=O)N4CCOCC4)cc23)c1	3.7µM*	-10%	3.3µM*
CN(CC(=O)Nc1ccc(F)cc1)CC(=O)Nc1ccc(F)c(F)c1F	0%	2%	-27%
O=C(CSc1nnc(Cc2cc(=O)[nH]c(=O)[nH]2)n1-c1ccccc1)N1CCCc2ccccc21	6%	-24%	-4%
CCOc1ccccc1CNC(=O)C1CCN(S(=O)(=O)c2ccc3c(ccn3C)c2)CC1	?	1%	?
CCCCS(=O)(=O)NC1=NCN(CCO)CN1	-2%	-3%	6%
CCOC(=O)NC(=O)C(=CNc1cccc(OC)c1)C(=O)NC(=O)OCC	1%	1%	-8%
CC(C)OCCCn1c(=O)c2ccccc2n2c(CCC(=O)N3CCN(c4ccccn4)CC3)nnc12	?	-2%	?
O=C(Nc1ccccc1C(=O)N1CCN(Cc2ccccc2)CC1)c1ccccn1	-13%	-1%	?
CC(C)[C@@H]1NC(=O)N(c2ccc(Oc3ccccc3)cc2)C1=O	?	-1%	?
Cc1cc(=O)oc2cc(OCC(=O)N3CC(=O)Nc4ccccc43)c(Cl)cc12	-6%	-7%	-6%
CC(=O)OCC1OC(n2c(-c3ccc(Cl)cc3)ccc(C#N)c2=S)C(OC(C)=O)C(OC(C)=O)C1OC(C)=O (centres undefined)	-15%	.	-12%
Cc1cc(C)c2nc(/N=C(\N)NC(=O)c3ccccc3)nc(C)c2c1	-24%	-11%	16µM*
CC(C)(C)Cc1nnc(NC(=O)CCC2CCCCC2)s1	14%	5%	-16%
COc1cccc(/C=C2\CCC(C3CCCC3)C2=O)c1OC (centres undefined)	?	-16%	?
O=C(NCCC(=O)N1O[C@@H]2C=C[C@H]1C2)OCC1c2ccccc2-c2ccccc21	?	-2%	?
CC1Cc2ccccc2N1C(=O)COC(=O)c1n[nH]c(=O)c2ccccc12 (centres undefined)	?	0%	-2%
Cc1ccccc1Cn1nc(C)c(NC(=O)c2cc3n(n2)C(C(F)F)CC(C(F)F)N3)c1C (centres undefined)	-14%	1%	-1%
CN(CC(=O)Nc1ccccc1Cl)C(=O)Cn1nnc(-c2ccc(F)cc2)n1	-10%	-8%	?
COc1ccc(NC(=O)c2ccccc2NC(=O)CSc2ccccc2)cc1	-13%	-2%	-27%
O=C(NCc1cccc(C(F)(F)F)c1)c1cccc(S(=O)(=O)NCc2ccccc2)c1	?	-8%	23µM*
COc1ccc(C2CC(=O)Oc3cc(C)c(Cl)cc32)cc1 (centres undefined)	-13%	-8%	-14%
COC(=O)C1=C(C)Nc2[nH]c(=S)[nH]c(=O)c2C1c1ccc(O)cc1 (centres undefined)	-10%	-19%	9%
COc1ccc(Cn2ccc3nc(C)c(C(=O)N4CCN(c5ccc(F)cc5)CC4)cc3c2=O)cc1	23µM*	1%	15µM*
CCCN1CCN(CCNC(=O)Nc2cc(Cl)c(OC)cc2OC)CC1	-22%	-9%	10%
CCC1CN(C(=O)N2CCC(C(=O)NCc3cccs3)CC2)c2cc(C)ccc2O1 (centres undefined)	18µM*	-8%	23µM*
(more compounds)
SMILES	DT40 TDP1 CPT	KAT2A inh	DT40 TDP1 no CPT
COc1cccc(/C=C2/Sc3ccc(C(=O)NCCN4CCCCCC4)cc3NC2=O)c1	?	-3%	?
CCC(C)(C)NC(=O)C(c1cccc(OC)c1OC)N(CC(C)C)C(=O)CCC(=O)Nc1cc(C)on1 (centres undefined)	?	-5%	?
Cc1cc(C)cc(NC(=O)CCCc2nnc3n(CC(C)C)c(=O)c4sccc4n23)c1	?	-7%	?
CCCS(=O)(=O)NC(=O)C1(C)CCN(C(=O)c2ccc(SC(F)(F)F)cc2)C1 (centres undefined)	1%	.	-3%
CC1=C(C)/C(=N\OS(=O)(=O)c2ccc(C)cc2)C=CC1=O	0.58µM*	-25%	0.65µM*
CCOc1ccc(N/N=C(/C#N)C(N)=O)cc1	-22%	36%	-12%
CC(C)Oc1cc(F)ccc1-c1cc(C(=O)Nc2cccc(Cl)c2)[nH]n1	18µM*	.	?
COc1ccc(C(C)(NC(C)=O)c2nc(-c3ccccc3OC)cs2)cc1 (centres undefined)	18µM*	.	12µM*
COCCn1c(=S)[nH]c2cc(C(=O)N3CCN(C4CCCCC4)CC3)ccc2c1=O	?	.	?
NC(=O)N/N=C/CCc1ccccc1	14%	-1%	-9%
CCS(=O)(=O)Nc1ccc(C2=NN(C(=O)c3ccco3)C(c3ccco3)C2)cc1 (centres undefined)	4.6µM*	-12%	4.1µM*
COc1ccc(Cc2noc(CN3CCN(Cc4csc(C)n4)CC3)n2)cc1OC	-1%	-3%	-28%
Cc1ccc(N2CCN(/N=C/c3ccncc3)CC2)cc1	21µM*	-5%	18µM*
COCCNc1nc(NCCOc2ccccc2Cl)c2sc(-c3ccccc3)cc2n1	9.2µM*	.	13µM*
CCSc1ncc(Cl)c(C(=O)Nc2ccccc2OC)n1	-1%	1%	6%
CCOc1ccccc1NC(=O)CSc1nnc2ccc(-c3ccncc3)nn12	-1%	-7%	8%
